Compound activity: PubChem BioAssay, National Center for Advancing Translational Sciences (NCATS)
GALK inhibitor: qHTS Assay for Inhibitors of Human Galactokinase (GALK) | Purified GALK, Kinase-Glo residual ATP luminescence | AID 1868, 2009 | Potency, µM (titrated, usually from 57.5 µM), for inactives: at the highest dose activity change, negative = inhibition, actives largely listed as inhibitors | 0.007% of 270,000 active; further: potency means the concentration at half of the fitted maximal effect
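ATP-depletion format; final 35 uM ATP, 100 uM D-galactose, 5 nM enzyme; pH 8.0 HEPES/Mg2+ buffer; 60 min RT; luminescence read 10 min after detection reagent.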
BCR signal inh: qHTS Assay to Find Inhibitors of Chronic Active B-Cell Receptor Signaling; ABC-DLBCL IkBa-CBG/CBR reporter, luminescence ratio, 4 h; Potency, µM (top dose mostly 46.1 µM), without a hit: top-dose ratio change, negative = lower green/red ratio, usual class: inhibitors; 0.05% of 340,000 active; AID 493014, 2011; active means well fitted inhibition curve with a large enough effect in the signal ratio, with a control signal flat, not every such curve was filed as active; inconclusive means small, poorly fitted or top-dose-only effect, or effect the other way, or a change in a side signal; the % refers to the signal ratio;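 further: potency means the concentration at half of the fitted maximal effect; plate controls were basal doxycycline-induced cells for no effect and cells given 10 µM MG132 for full effect; MG132 reads +100%, hits lower the ratio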
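Compounds up to 46 uM were incubated four hours with TMD8 cells whose green CBG68 luciferase is fused to IkappaBalpha; red CBR luminescence normalised the signal, and concentration-effect curves were fitted to fusion, red and ratio data.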
FBPA coupling cs: qHTS Assay for Inhibitors of Fructose-1,6-bisphosphate Aldolase from Giardia Lamblia: Coupling assay counterscreen; coupling enzyme system counterscreen, AmpLite Red fluorescence; activity change, negative = inhibition, % at 58.2 µM, hits read low; 0.67% of 290,000 active; AID 2472, 2010; in the data active means activity change below about -30%
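Counterscreen lacking aldolase: glyceraldehyde-3-phosphate coupling-enzyme reagent preincubated 10 min at RT with compound (at 57.5 uM final), then substrate/coupling system with AmpLite Red added; fluorescence read at 525/598 nm after 20 min RT.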
hERG WT inh: qHTS for Inhibitors of KCHN2 3.1: Wildtype qHTS; Voltage-gated inwardly rectifying potassium channel KCNH2 (Homo sapiens), Q12809; U2OS, BacMam KCNH2, thallium flux FluxOr; hits give low values; activity change, % at 1.84 µM; 0.37% of 340,000 active;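 active means maximum activity change below -70%; inconclusive means maximum activity change between -70% and -50%; inactive means maximum activity change above -50%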
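U2OS cells transduced with wild-type KCNH2 virus are loaded with FluxOr dye for 45 min, and thallium flux is measured in kinetic reads before and after stimulation buffer. Rate constants are normalized to DMSO controls.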
USP2a block: qHTS Assay for Inhibitors of Ubiquitin-specific Protease USP2a Using CHOP2 as the Reporter | Ubiquitin carboxyl-terminal hydrolase 2 (Homo sapiens), O75604 | USP2 core, Ub-CHOP2 coupled fluorogenic reporter, 485/531 | Potency, µM (series often up to 38.3 µM), inactives show top-dose activity change, negative = inhibition, hits mostly inhibitors | 0.01% of 330,000 active;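 further: potency means the concentration at half of the fitted maximal effect; plate controls were DMSO wells for no effect and full inhibition by NEM control for full effect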
Target sequence (O75604 whole entry, looked up): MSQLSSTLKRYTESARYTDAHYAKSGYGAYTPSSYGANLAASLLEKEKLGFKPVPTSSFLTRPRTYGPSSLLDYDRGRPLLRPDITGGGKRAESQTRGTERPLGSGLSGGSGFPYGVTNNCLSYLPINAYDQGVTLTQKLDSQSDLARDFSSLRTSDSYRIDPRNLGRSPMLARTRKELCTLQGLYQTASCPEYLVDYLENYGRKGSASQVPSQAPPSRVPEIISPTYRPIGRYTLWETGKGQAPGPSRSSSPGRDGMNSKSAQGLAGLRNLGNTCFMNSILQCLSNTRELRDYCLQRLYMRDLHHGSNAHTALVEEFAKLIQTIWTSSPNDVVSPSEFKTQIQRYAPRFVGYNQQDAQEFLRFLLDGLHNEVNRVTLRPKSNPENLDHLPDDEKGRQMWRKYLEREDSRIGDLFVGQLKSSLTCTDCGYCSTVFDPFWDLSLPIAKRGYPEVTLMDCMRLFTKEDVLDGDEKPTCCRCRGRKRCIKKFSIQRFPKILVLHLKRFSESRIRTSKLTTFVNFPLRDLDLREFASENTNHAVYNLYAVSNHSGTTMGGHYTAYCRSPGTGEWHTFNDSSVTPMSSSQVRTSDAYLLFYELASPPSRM
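Deubiquitinase activity read as fluorescence (485/531 nm) after Ub-CHOP2 cleavage activates the enterokinase reporter on its substrate; USP2 core 10nM, Ub-CHOP2 and substrate 25nM each, 30min compound preincubation then 60min RT; data normalized to NEM, curves fitted.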
Eya2 inh: qHTS Assay for Inhibitors of the Phosphatase Activity of Eya2; Protein phosphatase EYA2 (Homo sapiens), O00167; recombinant Eya2, OMFP fluorescence dephosphorylation (OMFP is methylfluorescein phosphate); Potency, µM (doses to about 76.9 µM), inactives show at the highest dose activity, negative = inhibition, usual class: inhibitors; 0.006% of 330,000 active; AID 488837, 2010; further: potency means the concentration at half of the fitted maximal effect
Target sequence (O00167 whole entry, looked up): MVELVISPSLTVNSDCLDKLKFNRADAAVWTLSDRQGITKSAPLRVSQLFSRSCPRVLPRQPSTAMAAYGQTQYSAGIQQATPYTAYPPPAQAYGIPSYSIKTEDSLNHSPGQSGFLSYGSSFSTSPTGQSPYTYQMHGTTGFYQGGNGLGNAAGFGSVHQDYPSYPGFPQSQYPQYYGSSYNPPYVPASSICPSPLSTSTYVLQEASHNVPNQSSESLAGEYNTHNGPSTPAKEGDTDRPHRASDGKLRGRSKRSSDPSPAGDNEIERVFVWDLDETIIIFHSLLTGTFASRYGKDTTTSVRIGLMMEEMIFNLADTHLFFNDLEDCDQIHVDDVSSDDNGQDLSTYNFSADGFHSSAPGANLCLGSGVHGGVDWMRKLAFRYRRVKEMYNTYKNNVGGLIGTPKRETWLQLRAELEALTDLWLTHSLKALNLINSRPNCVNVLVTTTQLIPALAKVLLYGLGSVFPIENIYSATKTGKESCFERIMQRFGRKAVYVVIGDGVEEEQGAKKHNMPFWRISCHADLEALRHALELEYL
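Eya2 (0.2 uM) preincubated 10 min at ambient with compound, then OMFP substrate added at 50 uM; 10 min reaction in 50 mM HEPES pH 7.5, 50 mM NaCl, 5 uM MgCl2, 0.05% BSA, 1 mM DTT. Fluorescence read at Ex 485/Em 525 nm.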
uPA surface inh: qHTS for Inhibitors of Cell Surface uPA Generation; 0.31% of 330,000 active; cell surface uPA generation assay, qHTS; AID 540303, 2011; Potency, µM (titrated, usually from 38.3 µM), for the others: at the top dose activity change, negative = inhibition, most hits filed as inhibitors; active means well fitted inhibition curve with a large enough effect; inconclusive means small, poorly fitted or top-dose-only effect; inactive means no such curve, though single readings can be large or run the other way; tested in mouse RAW 264.7 cells; further: potency means the concentration at half of the fitted maximal effect; nearly all actives have a fitted effect of over 55% in size
KCNH2 3.1 block: qHTS for Inhibitors of KCHN2 3.1: Mutant qHTS. Potassium voltage-gated channel subfamily H member 2, brain isoform KCNH2 3.1 (human). U2OS KCNH2 3.1, thallium flux FluxOr; hits give low values. activity change, % (tested at about 1.8 µM). 0.95% of 340,000 active. AID 720553, 2013;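 active means maximum activity change below -70%; inconclusive means maximum activity change from -70% to -50%; inactive means maximum activity change above -50%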;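 further: thallium influx rate constant from kinetic fluorescence after stimulation buffer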
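Steps: virus added to U2OS suspension (4 h, RT, dark); medium with 10% FBS added, cells plated, 37 C overnight; FluxOr/Red40 loading buffer 45 min RT; stimulation buffer, 2 min kinetic read; rate constant normalized.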
Giardia kill: Small Molecules that selectively kill Giardia lamblia: qHTS; 0.15% of 340,000 active; activity change, % at 7.66 µM, hits read low; AID 540267, 2011; Giardia lamblia trophozoite viability; in the data active means activity change below about -80%; inconclusive means between about -30% and that limit;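 further: parasites exposed to compound for two days anaerobically before the ATP read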
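Compounds were tested on trophozoites seeded at 100 cells/well and held 48 hrs at 37 deg C anaerobically. An ATP-based luminescent kit measured the remaining live cells.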
PKM2 activator: qHTS Assay for Activators of Human Muscle isoform 2 Pyruvate Kinase. Pyruvate kinase PKM (Homo sapiens), P14618. purified PKM2, Kinase-Glo ATP luminescence, activation; response scale: 0% is enzyme alone, no compound. Potency, µM (top dose mostly 57.5 µM), without a hit: at the highest dose activation, hits mostly activators. 0.34% of 260,000 active; further: potency means the concentration at half of the fitted maximal effect; nearly all actives have a fitted effect of over 55% in size
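hPK-M2, >95% pure; 0.1 mM ADP / 0.5 mM PEP final; imidazole pH7.2 buffer w/ 7 mM MgCl2, 50 mM KCl; 1 h RT; Kinase-Glo lum. Intermediate enzyme activity for dual inhibitor/activator qHTS.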
B2AR arrestin: qHTS assay of beta-arrestin-biased ligands of beta2-adrenergic receptor. Potency, µM (series often up to 46.1 µM), for inactives: at the highest dose activation, hits mostly activators. 0.02% of 330,000 active. AID 492947, 2010. Beta-2 adrenergic receptor (Homo sapiens), P07550. beta-arrestin recruitment to beta2AR, cell-based reporter;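 further: potency means the concentration at half of the fitted maximal effect; 0% = DMSO controls and full agonism = EC100 isoproterenol or metaproterenol; nearly all actives have a fitted effect of over 65% in size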
Active calls of the source: *; ? = inconclusive; · = not tested or not shown; [ ] = remark or other dose. Unless noted, the call rests on the fitted dose curve; in most records, active means well fitted curve in the direction sought with a large enough effect; inconclusive means small, poorly fitted or top-dose-only effect, or another doubt; inactive means no such curve, though single readings can be large; an effect the other way counts as inactive or inconclusive. Unless noted, on the % scale 0 is the no-effect control and ±100 the full control effect.

SMILES	GALK inhibitor	BCR signal inh	FBPA coupling cs	hERG WT inh	USP2a block	Eya2 inh	uPA surface inh	KCNH2 3.1 block	Giardia kill	PKM2 activator	B2AR arrestin
Cc1ccccc1C(=O)Nc1ccc(C(=O)N/N=C/c2ccccn2)cc1	14.6%	?	-0.4	-0.9	4.1%	1.6%	2.5%	-6.3	4.6	1.7%	-0.3%
Clc1ccc(OCCCc2nc(-c3ccncc3)no2)c(Cl)c1	-1.5%	4.8%	1.0	2.2	-0.5%	9.4%	0.3%	-3.2	-10.9	-1.5%	0.8%
COc1cc2ccccc2cc1C(=O)N/N=C/c1cccnc1	-3.6%	-13.2%	-0.7	30.9	3.5%	1.2%	-3.2%	7.5	-3.3	·	-0.1%
Cc1cc(C)c(S(=O)(=O)Nc2ccc3[nH]c(=O)[nH]c3c2)c(C)c1	4.3%	3.1%	-15.2	-5.1	-0.6%	6.8%	2.0%	-21.7	-1.9	3.9%	-0.4%
O=C(CN1C(=O)NC2(CCCC2)C1=O)Nc1ccc(OC(F)(F)F)cc1	-2.8%	-0.3%	0.9	23.4	-0.5%	14.5%	4.4%	12.3	9.5	·	-0.5%
COc1ccc(Br)cc1C1CC(=O)N2CN(Cc3ccccc3)CSC2=C1C#N (configuration not stated)	1.1%	-1.6%	-6.4	8.7	-11.1%	23.0%	-1.8%	-16.7	21.3	-3.6%	0.5%
O=C(O/N=C(\c1ccccc1)c1ccccn1)c1cccc2ccccc12	0.5%	?	0.0	-5.8	2.1%	-13.3%	1.2%	?	-7.9	-3.8%	-0.8%
Cc1ccc(NC(CNS(=O)(=O)c2ccc(Cl)cc2)c2ccccc2)cc1 (configuration not stated)	-2.4%	5.3%	1.5	-4.9	0.0%	12.1%	-2.5%	-25.4	0.2	2.6%	2.9%
Cc1[nH][nH]c(=O)c1C	·	?	·	-4.7	3.0%	-3.8%	-15.3%	1.7	-3.4	·	0.2%
Cc1cc(SCC(=O)OCC(=O)c2c(N)n(C)c(=O)n(C)c2=O)c(C)cc1Br	3.4%	4.8%	4.4	13.8	2.2%	7.6%	0.6%	-43.4	0.6	-2.5%	-0.1%
Cc1cc(NC(=O)CN2C(=O)NC(C)(CCc3ccccc3)C2=O)no1 (configuration not stated)	7.0%	2.9%	3.0	-9.5	-0.5%	3.4%	-0.3%	11.7	?	2.2%	0.5%
CCC(C(=O)Nc1ccccc1Cl)n1nc(C)c2c(C)n(-c3ccccc3)nc2c1=O (configuration not stated)	-6.1%	2.1%	·	-8.4	1.8%	-25.6%	0.5%	5.7	8.4	·	0.0%
Cc1ccccc1NC(=S)NC1(C)CCS(=O)(=O)C1 (configuration not stated)	-0.3%	-0.7%	4.2	-7.5	-5.7%	2.6%	1.6%	0.6	33.6[activator]	-3.4%	-0.1%
COc1ccccc1C(CNC(=O)c1cccc(S(=O)(=O)Nc2ccc(C)cc2)c1)N(C)C (configuration not stated)	3.7%	0.5%	·	34.9	0.3%	-5.7%	-6.0%	-14.0	-2.3	0.2%	-0.2%
O=C(COc1ccc2c3c(c(=O)oc2c1)CCC3)Nc1ccc(CN2CCOCC2)cc1	6.9%	-7.4%	·	-2.0	2.3%	6.6%	2.1%	7.9	-4.5	·	-0.2%
CCC(C(=O)NC1CCCCCC1)n1nc(C)n2c(cc3occc32)c1=O (configuration not stated)	-0.5%	0.1%	-0.9	-3.5	1.5%	-14.1%	6.5%	2.3	18.0	·	-0.9%
CC(=O)NC(CCCCNC(=S)NC1CCCCC1)C(=O)O (configuration not stated)	-0.2%	0.1%	3.1	4.7	2.6%	2.0%	5.6%	1.3	-6.9	0.4%	0.1%
CC1CCc2cc(F)ccc2N1C(=O)CSc1nnc2c(n1)[nH]c1ccccc12 (configuration not stated)	·	2.1%	0.7	-1.2	-1.4%	4.2%	6.4%	-0.8	2.1	2.2%	4.4%
CCOc1ccc(/C=N/NC(=O)c2[nH]ncc2Br)c(O)c1	22.7%	?	-6.0	0.1	2.0%	0.9%	-19.7%	-77.1*	13.2	-55.3%	0.3%
O=C(O)c1ccc(/C=N/NC(=O)c2cc(-c3ccc4c5c(cccc35)CC4)n[nH]2)cc1	-6.3%	8.2%	2.5	3.9	6.2%	-0.8%	1.3%	1.6	8.5	2.4%	0.3%
COc1cccc(NC(=O)N2CCCC(C(=O)NC3CCCCC3C)C2)c1 (configuration not stated)	16.4%	0.3%	2.8	3.5	5.5%	-0.6%	-3.9%	-8.5	3.8	6.2%	0.3%
CC(=O)c1ccc(NS(=O)(=O)c2ccc(N/C=C/C(=O)c3ccc(F)cc3)cc2)cc1	-0.8%	-3.4%	7.4	2.3	0.4%	2.2%	0.1%	-1.3	-15.4	0.1%	-0.2%
CCOC(=O)c1cnn(Cc2ccc(C)cc2)c1N	6.9%	1.5%	1.4	-0.3	-2.0%	-4.5%	1.9%	3.8	13.3	4.7%	-0.1%
CC(C)(C)C(O)(CC#CCN1CCCC1)c1ccccc1 (configuration not stated)	-0.6%	0.6%	4.1	-16.8	7.6%	-19.2%	-0.8%	-1.2	-16.6	2.2%	-0.4%
COc1ccc(Cl)cc1N1CC(c2nc3ccccc3[nH]2)CC1=O (configuration not stated)	-0.4%	-4.2%	3.9	2.3	-0.4%	-1.2%	18.3%	-0.4	-23.4	0.0%	0.0%
COc1cc(OC)nc(Oc2ccccc2C(=O)Oc2ccc(Cl)cc2)n1	-3.5%	9.0%	-2.0	-11.1	4.5%	0.6%	?	-16.6	6.4	0.4%	0.3%
O=S(=O)(c1ccc(OCC(O)CN2CCC(Cc3ccccc3)CC2)cc1)N1CCOCC1 (configuration not stated)	0.4%	-1.0%	1.2	13.1	-0.7%	18.8%	-4.0%	-12.9	-3.4	-14.7%	-0.2%
Cc1cnc(C(=O)OCC(=O)N2CCC(C)CC2)cn1	·	1.7%	·	-1.1	5.3%	15.3%	-0.9%	10.4	-14.8	·	-0.2%
Cn1c(N)c(C(=O)CSc2nnnn2-c2ccccc2)c(=O)n(C)c1=O	-2.6%	?	0.5	0.5	-0.2%	15.8%	3.1%	10.4	16.3	-0.2%	-0.1%
CN(CC(=O)Nc1ccc(F)c(F)c1F)C(=O)C1=COCCO1	-3.6%	0.1%	·	7.8	-0.4%	6.6%	3.1%	8.7	-15.8	-0.5%	0.0%
CCC1=NC(c2ccc(OC)cc2)N(O)C1(C)C (configuration not stated)	2.6%	-22.0%	0.6	13.9	2.6%	22.4%	2.5%	15.1	12.6	1.4%	0.3%
COc1nc(OC)nc(Oc2ccc(Cl)cc2[N+](=O)[O-])n1	-2.7%	6.2%	0.7	-6.9	-1.1%	-3.0%	5.5%	-3.0	-2.4	-1.7%	0.1%
Cc1csc2nc(O)c(C(=O)NCCC3=CCCCC3)c(=O)n12	·	7.3%	·	-9.2	-7.5%	1.6%	-11.4%	-3.6	-13.3	·	-0.6%
COc1ccc(CNS(=O)(=O)NCc2ccc(C)cc2)cc1	11.0%	-6.9%	3.4	5.4	0.4%	-28.3%	-0.4%	3.4	4.6	-5.6%	0.3%
CC(=O)Nc1ccc(S(=O)(=O)N2CCCN(S(=O)(=O)c3ccc(NC(C)=O)cc3)CC2)cc1	0.2%	?	4.0	-6.1	4.0%	7.4%	6.5%	2.0	-6.8	3.8%	-0.3%
N/C(=N\OC(=O)CC1CCCCC1)c1ccc(Cl)cc1	2.2%	?	·	0.1	0.0%	-3.8%	2.9%	1.7	0.9	-8.2%	-0.2%
Cc1cc(CNC(=O)Cc2ccccc2)c2ccccc2n1	0.2%	?	-0.5	-2.0	-0.7%	-5.6%	-2.4%	-14.8	2.3	-5.0%	-0.1%
COc1cc(C(=O)NCCC(=O)NCCCN2CCCCC2C)cc(OC)c1OC (configuration not stated)	-0.1%	-1.2%	0.5	5.8	0.0%	-29.2%	·	-22.4	28.6	-6.6%	0.1%
Cc1ccc(NC(=O)CCC(=O)OCC(=O)c2ccc(Oc3ccc([N+](=O)[O-])cc3)cc2)c(C)c1	-5.4%	5.4%	-1.8	12.8	1.5%	3.1%	0.3%	-9.6	16.5	-3.1%	0.3%
CSc1ncc(CN2CCCC(C(=O)c3ccc(C(C)(C)C)cc3)C2)cn1 (configuration not stated)	9.1%	1.4%	1.2	·	0.9%	-8.2%	-19.3%	4.4	25.8	-2.4%	-0.2%
